# Screening data (PubChem)
# aSyn 5UTR inh – MLPCN primary screen, SNCA 5' untranslated region. hit rate 0.82% among 300,000. alpha-synuclein 5'UTR reporter, inhibitor activity. AID 1813. inhibition, % (tested at 7.5 µM); in the data active = inhibition above about 60%; inconclusive = no clear call, values can overlap the other calls;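 also: H4 neuroglioblastoma cells stably carrying SNCA 5'UTR luciferase fusion; 0% = DMSO wells and 100% = positive control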
# HSF1 inh – HSF1 inhibition | NIH3T3-HGL HSE-luciferase, MG132-induced, luminescence 8 h; stronger effect = lower value | activity change, negative = inhibition, % at 7.5 µM (by protocol) | hit rate 0.77% among 300,000;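 active = more than half of replicate wells show activity change below -50%, luminescence cut by over half; inconclusive = some wells, but at most half, below -50%; inactive = no replicate well below -50%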;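 also: luciferase reports HSF-1 transcriptional activity via heat shock element; 0% = median of DMSO wells and -100% = zero luminescence signal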
# IEC-6 tox – IEC-6 cytotoxicity, counter-screen for KLF5 inhibitors | luminescence viability | inhibition, % at 5 µM | hit rate 0.78% among 290,000; in the data active = inhibition above about 22%;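 also: 0% = plate median of test compound wells and 100% = cytotoxic reference compound wells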
# HSP90 refold inh – HSP90 refolding inhibition in rabbit reticulocyte lysate. hit rate 0.91% among 290,000. inhibition, % at 5.6 µM. luciferase refolding luminescence, 3 h. AID 1789;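 active = inhibition above the screen-wide mean plus 3 SD, computed separately per campaign, cut at about 16% in these data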;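 also: 0% = DMSO wells and 100% = 60 µM geldanamycin wells; inhibitors lower the luminescence because luciferase stays unfolded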
# KLF5 inhibitor – inhibitors of KLF5 expression | hit rate 0.23% among 290,000 | DLD-1 KLF5 promoter-luciferase reporter, luminescence | inhibition, % at 5 µM;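 active = inhibition above a per-plate limit of that plate's mean compound inhibition plus 3 SD, cut at about 60% in these data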;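 also: 0% = DMSO wells and 100% = LY294002 at 200 µM; higher means less KLF5 promoter-driven luciferase light; inactives centre near -14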
# HSF-1 act – increases HSF-1 driven luciferase reporter signal; hit rate 1.7% among 300,000; NIH3T3-HGL HSF-1 luciferase reporter, MG132, 8 h; 100% = twice DMSO control signal; activation, % at 9 µM;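 active = mean replicate activation of at least 50% with a set share of replicates each reaching 50%; inconclusive = only one of those two conditions met; inactive = mean below 50% and too few replicates reaching it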;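 also: 0% = median of the neutral control wells and 100% = twice that signal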
# Platelet DG rel – platelet dense granule release activity; hit rate 0.22% among 300,000; inhibition, %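 (compounds screened at 7.5 µM in platelet-rich plasma)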; human platelet-rich plasma, SFLLRN dense granule ATP release, luminescence;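 active = mean replicate score, as percent of positive control, at or above 50; inconclusive = mean below 50 but at least one replicate at or above 50; inactive = mean and every replicate below 50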
# GSK3beta inhib – human GSK3beta kinase inhibition; hit rate 0.038% among 300,000; activity score (negative = inhibition), % at 10 µM; GST-GSK3beta kinase, ADP-Glo luminescence, 60 min; stronger effect = lower value; P49841; AID 2097;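 active = more than half of replicate wells score below -50%, meaning over 50% inhibition versus plate controls; inconclusive = some replicates but at most half score below -50%; inactive = no replicate scores below -50%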;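 also: 0% = median DMSO wells and -100% = median GW8510 positive control wells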
# Target sequence (P49841 whole entry, looked up): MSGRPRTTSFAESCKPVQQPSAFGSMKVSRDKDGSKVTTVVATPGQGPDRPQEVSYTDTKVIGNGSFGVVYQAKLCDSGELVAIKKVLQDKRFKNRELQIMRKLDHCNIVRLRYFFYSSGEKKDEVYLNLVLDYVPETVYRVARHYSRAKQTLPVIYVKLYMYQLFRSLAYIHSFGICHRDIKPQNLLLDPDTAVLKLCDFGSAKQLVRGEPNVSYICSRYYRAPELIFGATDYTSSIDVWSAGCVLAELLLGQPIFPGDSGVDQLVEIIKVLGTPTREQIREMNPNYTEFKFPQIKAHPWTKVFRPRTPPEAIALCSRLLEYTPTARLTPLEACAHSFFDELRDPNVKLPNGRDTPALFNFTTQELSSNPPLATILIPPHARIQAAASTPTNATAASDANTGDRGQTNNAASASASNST
#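 test system = GST-tagged human GSK3beta kinase, cell-free | reagent = 25 µM ATP with peptide substrate | dosing = one dose of 10 µM per compound | schedule = 60 min reaction, RT | detection = luminescent ADP-Glo measurement of ADP formed | control set = DMSO neutral wells and GW8510 at 20 µM as positive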
# GSK3 alpha inh – inhibitors of human GSK-3 alpha kinase | P49840 | ADP-Glo luminescence, 60 min | inhibition, % at 10 µM | hit rate 0.1% among 320,000 | AID 2650;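 in the data active = inhibition above about 50%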;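 also: GST-tagged GSK-3 alpha with peptide substrate and 25 µM ATP; 0% = DMSO neutral wells and 100% = GW8510 positive control wells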
# Target sequence (P49840 whole entry, looked up): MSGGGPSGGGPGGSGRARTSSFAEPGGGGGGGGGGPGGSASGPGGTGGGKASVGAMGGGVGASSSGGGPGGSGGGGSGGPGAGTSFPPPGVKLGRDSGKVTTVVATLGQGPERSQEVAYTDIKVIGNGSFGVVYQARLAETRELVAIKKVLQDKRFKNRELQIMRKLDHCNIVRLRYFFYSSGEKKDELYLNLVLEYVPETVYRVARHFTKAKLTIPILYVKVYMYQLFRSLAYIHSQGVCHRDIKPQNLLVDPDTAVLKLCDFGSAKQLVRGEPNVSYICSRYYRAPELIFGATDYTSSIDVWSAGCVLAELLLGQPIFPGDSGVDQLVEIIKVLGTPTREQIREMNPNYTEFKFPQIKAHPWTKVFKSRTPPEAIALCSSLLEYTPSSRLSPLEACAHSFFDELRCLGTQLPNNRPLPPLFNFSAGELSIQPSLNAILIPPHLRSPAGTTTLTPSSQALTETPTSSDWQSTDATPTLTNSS
# DYRK1A inh – Dyrk1A (rat) kinase inhibition | Q63470 | ADP-Glo luminescence, NFATc1 peptide | inhibition, % at 12.5 µM | hit rate 0.43% among 310,000 | AID 504441; in the data active = inhibition above about 50%;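 also: plate controls were vehicle with enzyme for no effect and no enzyme for full effect; many of its hits are not listed in these tables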
# * marks the source's active call; other numbers are inactive results; ? = inconclusive; . = no result given. An excerpt; rates above refer to the full screens.
SMILES,aSyn 5UTR inh,HSF1 inh,IEC-6 tox,HSP90 refold inh,KLF5 inhibitor,HSF-1 act,Platelet DG rel,GSK3beta inhib,GSK3 alpha inh,DYRK1A inh
C=CCN1C(=O)C(CC(=O)O)SC1=Nc1c(C)n(C)n(-c2ccccc2)c1=O (centres undefined),6,-7,-2,0,-70,5,3,0,5,1
CCC(CC)C(=O)Nc1ccc(C(=O)Nc2cc(C)on2)cc1,-18,2,4,3,-36,3,1,-1,0,4
O=C(O)CSC1c2ccccc2C(=O)N1c1ccccc1 (centres undefined),22,-2,-2,-1,-26,3,-2,13,-7,3
O=C(NCCN1CCOCC1)C(=O)NCC1OCCN1S(=O)(=O)c1cc(F)ccc1F (centres undefined),10,-6,8,0,-13,-10,4,-3,-3,-3
NC(=O)c1ccsc1NC(=O)c1coc2ccccc2c1=O,-156,2,0,-1,-93,21,0,0,-2,1
COCCCNS(=O)(=O)c1ccc(SC)cc1,29,0,8,-3,-4,8,3,-13,0,-1
CC1CN(c2nc3ccccc3nc2C(C#N)C(=O)NCc2ccc3c(c2)OCO3)CC(C)O1 (centres undefined),15,4,4,7,-12,1,-8,2,-1,3
CN1C[C@@H]2C(c3ccc(C(F)(F)F)cc3)C3(c4cccnc4)CC2(C3)[C@H]1c1ccccc1 (some centres undefined),-4,10,.,.,.,8,3,-2,3,5
C=Cn1nc(C)c2ccccc2c1=O,-4,-9,-1,0,-5,-2,0,1,1,3
Oc1c(Cl)cc(Cl)c2cccnc12,13,-10,0,4,-7,12,2,-4,.,3
Cc1ccc(S(=O)(=O)N(C(=O)c2ccncc2)c2ccc(OC(=O)c3ccncc3)c3ccccc23)c(C)c1,-12,25,3,0,2,29,4,2,6,1
COc1ccc(NC(=O)C2CC(=O)NC(Nc3cccc(C)c3)=N2)cc1 (centres undefined),10,32,-1,1,-16,87*,-13,-17,0,-5
Cc1ccc(OCCNCC(O)COc2ccccc2)cc1 (centres undefined),10,3,2,2,1,2,7,2,-4,-1
O=C(c1cc[n+]([O-])cc1)N1CCCC(N2CCN(c3cccc(C(F)(F)F)c3)CC2)C1 (centres undefined),2,-2,5,5,0,-8,-2,-3,0,-4
Cc1cc(N/N=C/c2ccc([N+](=O)[O-])o2)nc2ccccc12,-133,43,10,6,-29,65*,-4,-2,-2,3
CN1CCC(NCCC(c2ccc(F)cc2)c2ccc(Cl)cc2)CC1 (centres undefined),22,-3,49*,4,-30,5,-1,-2,3,0
CCc1ccc(C(O)(CC)C(CN2CCOCC2)c2ccccc2)cc1 (centres undefined),-4,1,-2,-1,1,-7,6,-1,-4,0
O=C(NC(NC1CCS(=O)(=O)C1)C(=O)c1ccccc1)c1ccc(Cl)cc1 (centres undefined),-7,8,-1,1,-8,44,0,1,-1,-1
Cn1c(C(=O)O)c(S(=O)(=O)c2ccc(Cl)cc2)c2ccccc21,2,-3,4,4,9,-10,5,-2,-1,-2
Cc1sc2nc(N)sc2c1C,.,.,-1,0,-12,.,.,.,1,5
N#C/C(=N/Nc1ccc(S(=O)(=O)N2CCOCC2)cc1)C(N)=O,3,-6,0,3,7,-6,-2,-5,8,0
CCn1c2ccccc2c2nnc(SCCCn3c(=O)[nH]c4ccccc43)nc21,.,.,-3,-2,-25,.,.,.,-2,.
O=C(/C=C/c1ccc(O)cc1)c1c(O)cc(O)cc1O,-14,5,.,.,.,-4,-1,-3,9,11
COc1ccc(/C=N/NC(=O)c2ccn[nH]2)cc1COc1ccc(Cl)cc1,9,0,2,0,-11,10,-3,1,-1,0
Cc1ccc(NC(=O)c2cnccn2)cc1S(=O)(=O)N(C)C,-8,-7,6,-2,-17,-11,15,-2,-1,-2
NC(=O)C(F)(F)C12OC3C4C5CC(C6C5C3C61)C42 (centres undefined),13,0,1,-1,-11,-18,-1,-4,0,-4
CCOC(=O)c1c(CC(C)C)csc1NC(=O)CCl,0,4,-8,-10,-37,-3,-4,3,0,-3
Cc1cccc(N=C2NN=C(c3ccc4c(c3)OCCO4)CS2)c1,-140,?,0,28*,-71,-55,5,-1,0,-1
Cc1oc2ncnc(N)c2c1C,13,-7,-4,-2,-19,-14,6,-5,2,50*
COc1ccccc1N(CC(=O)NC1CCCCC1)S(=O)(=O)c1ccccc1,-1,-3,1,1,-8,18,-1,-2,-1,2
c1ccc(CCC2CCCCN2Cc2nc(C3CC3)no2)cc1 (centres undefined),-22,3,-1,-1,-33,4,-1,6,-3,-1
Cc1occc1-c1nnc(SCC(=O)N2CCCc3ccccc32)n1Cc1ccco1,23,14,-5,0,-16,14,-1,-5,.,-1
CCOC(=O)N1CCN(C(=O)CSc2nc(=O)n3cccc(C)c3n2)CC1,12,-2,.,.,.,0,-10,-2,-2,3
CC(C)Oc1ccc(/C(O)=C2/C(=O)C(=O)N(CCN3CCNCC3)C2c2ccc(C(C)C)cc2)cc1 (centres undefined),2,-1,-2,1,-22,-5,4,-4,-1,-1
CCc1ccc(NC(=O)CCNS(=O)(=O)c2cccc3nsnc23)cc1,-12,-6,2,6,-14,-7,1,-3,3,.
CCOc1cc(C(=S)N2CCOCC2)ccc1OC,4,-7,-3,-6,-19,-5,-1,1,-2,-1
c1ccc(Nc2n[nH]nc2-c2ccccc2)cc1,9,6,-3,4,-26,9,-8,-4,4,11
Cc1ccc(CC2SC(N=C(N)N)=NC2=O)cc1 (centres undefined),-17,34,2,-2,-58,81*,-3,-3,6,1
Cc1cc(C)c2c(N=NN3CCCCC3)[nH]nc2n1,-37,8,-4,5,-7,32,21,5,-2,2
CCC(Sc1ncccc1C(=O)OC(C)C)C(=O)N1CCOCC1 (centres undefined),-6,-10,5,2,-8,-7,-5,0,-1,15
Oc1ccc(C[C@H]2CNCCN2CCc2cc(C(F)(F)F)cc(C(F)(F)F)c2)cc1,-12,7,.,.,.,4,5,-3,7,16
O=C(CSc1cccc(C(F)(F)F)c1)Nc1ccc(Cl)cc1Cl,1,-6,4,-2,-4,13,2,4,-1,-1
CC(C)NC(=O)c1cc2n(n1)C(C(F)(F)F)CC(c1ccco1)N2 (centres undefined),-33,-6,6,0,-1,-10,4,3,0,0
C[n+]1c2n(c3ccccc31)N=C(c1ccc(-c3ccccc3)cc1)CS2,10,-4,16,3,18,5,19,-8,-1,-2
CCN1CCN(CCNC(=O)CCCCCn2c(=O)[nH]c3cc(C(=O)OC)ccc3c2=O)CC1,4,-54*,11,0,4,-65,5,2,-1,-3
Cc1noc(C)c1COc1ccc(C(=O)OCC(=O)Nc2cccc(S(=O)(=O)N3CCOCC3)c2)cc1,-9,-9,10,2,24,-29,-3,2,1,3
O=C(COc1ccc(Br)cc1)N1CCOCC1,-10,-4,-9,5,12,6,.,-1,-5,-7
NC(=O)C1CC12c1ccccc1-c1ccccc12 (centres undefined),4,8,2,6,3,-1,-3,-1,-3,9
CC(C)(C)C(=O)N1N=C(c2cccc(NS(C)(=O)=O)c2)CC1c1cccs1 (centres undefined),-4,-8,-3,0,-20,7,0,-5,-1,5
COc1ccccc1N1C(=O)c2ccccc2NC1c1ccncc1 (centres undefined),18,3,-2,2,-20,-4,5,0,2,-5

# Following part.
SMILES,aSyn 5UTR inh,HSF1 inh,IEC-6 tox,HSP90 refold inh,KLF5 inhibitor,HSF-1 act,Platelet DG rel,GSK3beta inhib,GSK3 alpha inh,DYRK1A inh
CC(NC(=O)CN1CCN(c2ccc(Cl)cc2)CC1)c1ccccc1 (centres undefined),4,5,-6,-4,-11,7,3,5,-2,-5
COC(=O)c1cc(C(=O)OC)cc(N2C(=O)CC(N3CCN(c4ccccc4)CC3)C2=O)c1 (centres undefined),0,-3,-2,0,-14,-7,8,2,.,5
CN(C)c1ccc(/C=N/N=C/c2ccccc2O)cc1,-171,-8,-2,-6,17,-1,27,-3,0,-8
CCN(c1ccc(C)c(C)c1)S(=O)(=O)c1c(C)[nH]c(=O)[nH]c1=O,6,-5,0,2,-31,-2,2,-1,3,3
COc1cccc(C2CC(C(F)(F)F)n3ncc(C(=O)O)c3N2)c1 (centres undefined),12,-7,1,4,4,-3,?,-1,-3,-1
CCOC(=O)CCC(=O)Nc1cccc([N+](=O)[O-])c1,9,-1,8,4,-1,-3,-5,8,-2,-2
Cc1cccc2cc(CN(Cc3ccc(F)cc3)C(=O)N(C)C)c3nnnn3c12,29,-3,-8,-3,-24,5,3,0,1,-7
CCc1ccccc1NC(=O)N1CCC(NC(=O)C(Cc2ccc(OC)c(OC)c2)NC(C)=O)CC1 (centres undefined),5,4,-7,2,-3,2,0,3,-11,-3
CCOC(=O)CCP(=O)(O)C(O)(c1ccccc1)c1ccccc1,-9,-4,-10,-6,-12,10,-12,0,-1,-3
CC(=O)c1ccc(NC(=S)NCCc2ccc(S(N)(=O)=O)cc2)cc1,-80,-3,-1,4,-9,27,3,-1,0,-3

# Some of these compounds in order of their number in KLF5 inhibitor, descending:
canonical_smiles	KLF5 inhibitor
CCOC(=O)CCC(=O)Nc1cccc([N+](=O)[O-])c1	-1
CCOC(=O)CCP(=O)(O)C(O)(c1ccccc1)c1ccccc1	-12
COC(=O)c1cc(C(=O)OC)cc(N2C(=O)CC(N3CCN(c4ccccc4)CC3)C2=O)c1 (centres undefined)	-14

# Remaining list, next part.
SMILES,aSyn 5UTR inh,HSF1 inh,IEC-6 tox,HSP90 refold inh,KLF5 inhibitor,HSF-1 act,Platelet DG rel,GSK3beta inhib,GSK3 alpha inh,DYRK1A inh
CCCOc1cccc(C2C(C(=O)c3cccs3)=C(O)C(=O)N2CCN2CCOCC2)c1 (centres undefined),-1,5,1,-3,-15,-5,-4,0,-1,-9
COc1ccc(CCNCc2csc3nc4ccccc4n23)cc1OC,2,11,6,-1,5,14,13,5,0,3
CC1(C)CC(=O)C=C(NC2CCCC(O)C2)C1 (centres undefined),20,-4,.,.,.,-14,16,-7,-1,7
Nc1ccc(S(=O)(=O)NCC(=O)OCCOc2ccccc2)cc1[N+](=O)[O-],11,-5,.,.,.,-22,1,-5,1,12
O=C(NC1CC2CCCC(C1)N2Cc1ccccc1)C1CCCCC1 (centres undefined),23,0,1,-2,2,-8,-9,0,-1,2
COc1cc(SC)ccc1C(=O)Nc1ncc(Cl)cc1Cl,-91,18,-1,5,-45,63*,-16,-6,5,3
Cc1ccccc1CNC(=O)/C=C\C(=O)O,-20,2,4,5,-10,6,-4,0,-1,-1
Cc1ccc(-c2noc(-c3cc4ccccc4oc3=O)n2)cc1,-80,7,-3,-2,-36,-4,-2,-5,.,6
Cc1cc(C)cc(-c2nc(-c3ccncc3)no2)c1,-149,9,4,0,-30,21,6,-1,-1,8
CC(=O)c1ccc(OCC(C)C)c(CC(C(N)=O)C(N)=O)c1,4,-13,-6,-1,-9,2,10,3,-6,-2
COc1ccc(NC(=O)CC2C(=O)N(c3ccc(OC)cc3)C(=O)N2C(C)C)cc1 (centres undefined),-25,-4,-11,7,-16,-6,1,1,.,-1
O=C1CC2C(=O)NCCN2C(=NC(=O)c2ccccc2)N1 (centres undefined),5,-6,3,1,9,2,4,-2,.,-3
CN1CCN(c2nc3c(c(=O)[nH]c(=O)n3C)n2CCCSc2nnnn2-c2ccccc2)CC1,-9,-4,5,2,6,14,-62,-2,5,-1
